Screening results as filed in PubChem BioAssay.
Mcl1 Noxa PPI: Mcl-1/Noxa interaction inhibition; Q07820; inhibition, % at 21.7 µM; actives 1.5% (n = 220,000); TR-FRET Mcl-1/Noxa peptide binding, 2 h;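 active means compounds that cut the protein-peptide binding signal by more than 50% relative to plate controls in a single-dose test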;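 further: His-tagged Mcl-1 with rhodamine Noxa BH3 peptide and terbium anti-His antibody; 0% = Mcl-1 plus Noxa peptide wells and 100% = peptide-only wells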
Bcl-B Bim block: human Bim-Bcl-B interaction inhibition; actives 0.073% (n = 190,000); inhibition, % at 10 µM; AID 951; bead-based flow cytometry, Bim peptide-Bcl-B binding; Q9HD36;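 further: 0% = tracer peptide without compound and 100% = reference inhibitor peptide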
Target sequence (Q9HD36 whole entry, looked up): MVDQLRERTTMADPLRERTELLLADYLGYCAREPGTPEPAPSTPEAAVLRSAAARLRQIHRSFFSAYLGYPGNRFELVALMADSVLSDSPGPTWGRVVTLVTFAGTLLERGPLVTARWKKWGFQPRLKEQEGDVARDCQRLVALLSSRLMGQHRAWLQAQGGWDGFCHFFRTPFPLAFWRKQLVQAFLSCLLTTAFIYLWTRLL
RGS8-Gao reg: human RGS8-Galphao interaction regulation; P09471; multiplexed bead flow cytometry, RGS8-Galphao binding; actives lie on both sides; response (percent of control binding), % at 10 µM; actives 0.34% (n = 220,000); AID 1423; in the data active means response below about 60% or above about 140%; inactive means in between;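 further: Galphao activated as the GDP aluminium fluoride complex binding bead-coupled RGS8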
Target sequence (P09471 whole entry, looked up): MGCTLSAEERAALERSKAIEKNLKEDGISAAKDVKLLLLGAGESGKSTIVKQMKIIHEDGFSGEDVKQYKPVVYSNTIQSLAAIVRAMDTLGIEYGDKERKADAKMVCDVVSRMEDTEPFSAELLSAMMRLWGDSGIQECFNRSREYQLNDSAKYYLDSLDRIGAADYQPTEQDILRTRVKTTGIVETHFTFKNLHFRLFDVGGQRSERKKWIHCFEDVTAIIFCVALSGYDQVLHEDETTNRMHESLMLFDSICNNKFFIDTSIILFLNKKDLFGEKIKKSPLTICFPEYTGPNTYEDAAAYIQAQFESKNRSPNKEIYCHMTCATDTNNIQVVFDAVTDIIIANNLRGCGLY
RGS4-Gao reg: human RGS4-Galphao interaction regulation | P09471 | Multiplexed bead flow cytometry, RGS4-Galphao binding; actives lie on both sides | binding response (% of control), % at 10 µM | actives 0.33% (n = 220,000); in the data active means binding response below about 49% or above about 150%; inactive means in between;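 further: fluorescent Galphao activated with aluminum fluoride binding bead-coupled RGS4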
Mcl1 Bid PPI: disrupts binding of human Mcl-1 to Bid peptide; TR-FRET Mcl-1/Bid-Dy647 peptide binding, 1536-well; actives 0.97% (n = 220,000); inhibition, % at 21.7 µM; Q07820;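 active means compounds that cut the binding signal by more than half at the single screening dose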;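 further: His-tagged Mcl-1 with europium anti-His antibody binding Bid BH3 peptide; 0% = Mcl-1 plus peptide wells and 100% = peptide-only wells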
Bim-Mcl-1: human Bim-Mcl-1 interaction inhibition. Q07820. Bead-based flow cytometry, Bim peptide-Mcl-1 binding. inhibition, % at 10 µM. actives 0.1% (n = 190,000). AID 1009;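 further: 0% = no compound tracer wells and 100% = peptide blocker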
Bfl-1 Bim block: inhibitors of Bim-Bfl-1 interaction, human; Q16548; Bead-based flow cytometry, Bim-Bfl-1 binding inhibition; inhibition, % at 10 µM; actives 0.12% (n = 190,000); AID 1008;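 further: 0% = wells without compound plus tracer and 100% = blocker peptide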
RGS7-Gao reg: regulators of human RGS7-Galphao interaction | Multiplexed bead flow cytometry, RGS7-Galphao binding; actives lie on both sides | binding response (% of control), % at 10 µM | actives 0.35% (n = 220,000) | P09471; in the data active means binding response below about 49% or above about 150%; inconclusive means no clear call, values can overlap the other calls; inactive means in between;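 further: fluorescent Galphao held in activated GDP-AlF4 state binding bead-coupled RGS7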
Bim-Bcl-XL: inhibitors of Bim-Bcl-XL interaction, human; Q07817; Bim peptide-Bcl-XL binding, bead flow cytometry, fluorescence; inhibition, % at 10 µM; actives 0.04% (n = 190,000); AID 1007
Bcl-2 Bim block: human Bim-Bcl-2 interaction inhibition; P10415; Bead-based flow cytometry, Bim peptide-Bcl-2 binding; inhibition, % at 10 µM; actives 0.06% (n = 190,000); AID 950; in the data active means inhibition above about 40%; inconclusive means no clear call, values can overlap the other calls;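 further: 0% = no compound wells with probe peptide and 100% = reference peptide inhibitor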
Target sequence (P10415 whole entry, looked up): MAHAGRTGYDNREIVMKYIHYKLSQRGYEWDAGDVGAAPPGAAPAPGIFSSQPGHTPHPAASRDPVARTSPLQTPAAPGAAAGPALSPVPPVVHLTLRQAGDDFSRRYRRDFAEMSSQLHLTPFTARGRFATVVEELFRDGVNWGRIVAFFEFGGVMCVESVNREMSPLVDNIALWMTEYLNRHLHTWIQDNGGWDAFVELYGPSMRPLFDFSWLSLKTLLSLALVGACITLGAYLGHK
Bim-Bcl-W: disrupts Bim peptide binding to human Bcl-W; Q92843; bead-based flow cytometry; inhibition, % at 10 µM; actives 0.02% (n = 190,000); AID 952;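 further: 0% = bound tracer without compound and 100% = peptide blocker; higher means less fluorescent Bim peptide bound to Bcl-W beads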
Target sequence (Q92843 whole entry, looked up): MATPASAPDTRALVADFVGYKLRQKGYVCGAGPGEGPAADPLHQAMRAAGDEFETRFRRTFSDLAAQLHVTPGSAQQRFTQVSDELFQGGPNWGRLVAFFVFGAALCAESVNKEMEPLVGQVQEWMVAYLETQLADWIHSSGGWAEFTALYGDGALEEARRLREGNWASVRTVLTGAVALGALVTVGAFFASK
Numbers without * were called inactive; ? = inconclusive; nt = not tested or not shown; [ ] = another dose, or the depositor's remark. Unless noted, no stated cut-off is given here; in the data, active means inhibition above about 40%.

SMILES | Mcl1 Noxa PPI | Bcl-B Bim block | RGS8-Gao reg | RGS4-Gao reg | Mcl1 Bid PPI | Bim-Mcl-1 | Bfl-1 Bim block | RGS7-Gao reg | Bim-Bcl-XL | Bcl-2 Bim block | Bim-Bcl-W
O=C(NC(c1ccccc1)c1ccccc1)C1CCCO1 (centres undefined) | 1.3 | -5.0 | 102.5 | 102.4 | -7.3 | -3.0 | -5.0 | 101.1 | -4.0 | -3.0 | -1.0
COc1ccc(N2CCN(C3CC(=O)N(Cc4ccc(N5CCCC5=O)cc4)C3=O)CC2)cc1 (centres undefined) | 7.1 | -8.0 | 100.4 | 103.7 | -36.9 | 0.0 | -9.0 | 96.7 | -3.0 | -10.0 | 0.0
Cc1ccc(CC(=O)Nc2ncc([N+](=O)[O-])s2)cc1 | 17.8 | 0.0 | 97.0 | 95.2 | -12.3 | -2.0 | 4.0 | 94.9 | 0.0 | 3.0 | -2.0
O=c1cc[nH]c2ccc(OC(F)(F)F)cc12 | 9.2 | nt | 101.8 | 104.1 | 3.9 | nt | nt | ? | nt | nt | nt
Cc1cccc(C(=O)OCC(=O)Nc2nccs2)c1 | 6.5 | 3.0 | 99.5 | 97.1 | -4.5 | 2.0 | 3.0 | 93.6 | 0.0 | 6.0 | 0.0
CCC1S/C(=C(\C#N)C(=O)NCc2ccco2)N(c2ccc(Br)cc2)C1=O (centres undefined) | 16.5 | -9.0 | 101.0 | 97.7 | 4.3 | -8.0 | -9.0 | 97.9 | -3.0 | -9.0 | 6.0
CC(=O)Nc1ccc(O)cc1[N+](=O)[O-] | -6.2 | nt | 124.1 | 145.7 | -15.1 | nt | nt | ? | nt | nt | nt
COC(=O)C(C)C1Sc2ccccc2NC1=O (centres undefined) | -6.4 | -3.0 | 101.3 | 102.6 | 7.3 | 1.0 | -4.0 | 101.8 | 0.0 | 2.0 | 3.0
COc1cccc(OCC(O)CN2CC(C)CC(C)C2)c1 (centres undefined) | 25.1 | -5.0 | 103.8 | 103.3 | -6.8 | 2.0 | 0.0 | 104.9 | -1.0 | -2.0 | -1.0
CNc1nc(N2CCc3ccccc32)ncc1F | -5.9 | 0.0 | 101.5 | 100.0 | -14.8 | -1.0 | -1.0 | 101.4 | 0.0 | -1.0 | -1.0
Cc1cc(C)n(C/C=C/Cn2nc(C)cc2C)n1 | -1.8 | 0.0 | 103.4 | 101.9 | -2.5 | -2.0 | -1.0 | 99.3 | 2.0 | 2.0 | 0.0
COc1cc2c(C#N)c(N3CCCCC3)nc(N)c2c(N)n1 | 3.3 | -3.0 | 102.9 | 107.4 | -57.7 | 1.0 | -8.0 | 101.7 | -2.0 | -3.0 | 6.0
O=C(Nc1ccc(Cl)c(Cl)c1)Nc1cc(S(=O)(=O)N2CCOCC2)ccc1N1CCCC1 | -2.0 | -10.0 | 97.7 | 102.0 | -12.8 | -6.0 | 4.0 | 109.6 | -4.0 | -1.0 | -2.0
O=C(c1cnn2c(C(F)F)cc(-c3ccccc3)nc12)N1CCCCC1c1cccnc1 (centres undefined) | 10.3 | nt | 99.7 | 99.4 | 8.5 | nt | nt | ? | nt | nt | nt
COc1ccc(-c2ccc(C#N)c(SCC(=O)NCc3ccco3)n2)cc1OC | -14.1 | nt | 99.3 | 102.5 | -34.3 | nt | nt | ? | nt | nt | nt
CC(=O)NCCc1nc2ccccc2n1Cc1ccc(C)cc1 | -1.8 | -5.0 | 99.8 | 95.1 | -14.2 | -5.0 | 0.0 | 104.2 | -4.0 | 3.0 | -7.0
COc1cc(C(=O)NCC(=O)OCC(=O)Nc2ncc(Cl)cc2Cl)cc(OC)c1OC | -6.6 | 0.0 | 101.2 | 102.2 | -23.0 | -1.0 | -2.0 | ? | 1.0 | -1.0 | 1.0
COc1cccc(N2CCN(C(=S)NCCc3ccccc3)CC2)c1 | 6.6 | -11.0 | 101.1 | 102.5 | -13.7 | 0.0 | -14.0 | 102.5 | -8.0 | -13.0 | -5.0
O=c1c2cc(N3CCOCC3)ccc2[nH]c(=S)n1CCc1ccccc1 | 26.3 | -26.0 | 100.6 | 95.7 | -41.0 | 0.0 | 0.0 | 101.3 | -4.0 | -4.0 | 0.0
Cc1ccccc1C(=O)Nc1nnc(CC(=O)N/N=C/c2ccncc2)s1 | -0.5 | nt | 100.1 | 100.5 | -38.7 | nt | nt | ? | nt | nt | nt
COCCn1nnnc1CN(Cc1cccnc1)Cc1cc2cc(OC)ccc2[nH]c1=O | 11.8 | -8.0 | 106.6 | 106.0 | 20.4 | -5.0 | -18.0 | 99.3 | -4.0 | -11.0 | -3.0
COc1ccc(CCN2C(=S)NC3CC2(C)Oc2ccc([N+](=O)[O-])cc23)cc1OC (centres undefined) | -6.7 | -7.0 | 104.3 | 101.6 | -77.4 | 1.0 | -16.0 | 105.2 | 0.0 | -7.0 | 0.0
CCN(CC)c1ccc(/C=c2/sc3nnc(-c4ccccc4C)n3c2=O)cc1 | -24.3 | -35.0 | 108.2 | 135.4 | -68.1 | -15.0 | -8.0 | 128.2 | -14.0 | -29.0 | 0.0
On1c(-c2ccccc2)nc2ccc(Cl)cc21 | 4.2 | -3.0 | 100.0 | 103.8 | -37.3 | 0.0 | -2.0 | 101.0 | -2.0 | -3.0 | -1.0
Cc1nc2ccccc2c(=O)n1NC(=O)CCC(=O)O | 7.1 | -1.0 | 99.6 | 100.3 | -32.6 | 2.0 | -3.0 | 104.4 | 0.0 | 3.0 | 0.0
(next part)
SMILES | Mcl1 Noxa PPI | Bcl-B Bim block | RGS8-Gao reg | RGS4-Gao reg | Mcl1 Bid PPI | Bim-Mcl-1 | Bfl-1 Bim block | RGS7-Gao reg | Bim-Bcl-XL | Bcl-2 Bim block | Bim-Bcl-W
COc1ccc2cc(C(=O)C3CCCN(Cc4cccc(C)n4)C3)ccc2c1 (centres undefined) | 18.9 | -7.0 | 99.7 | 96.8 | -11.1 | -6.0 | -5.0 | 96.9 | -5.0 | -6.0 | -5.0
Cc1ccc(CN2CCN(Cc3ccc(Oc4ncccn4)cc3)CC2CCO)cc1 (centres undefined) | 11.4 | -4.0 | 98.8 | 98.2 | -15.1 | -2.0 | -16.0 | 96.2 | -4.0 | -7.0 | 0.0
COC(=O)c1[nH]c2ccc(Br)cc2c1NC(=O)Oc1ccccc1 | 11.7 | -4.0 | 96.2 | 98.2 | -73.5 | -5.0 | 0.0 | 97.5 | -3.0 | -7.0 | -3.0
Fc1ccc(C2=Nn3c(nnc3-c3n[nH]c4c3CCC4)SC2)cc1 | -13.6 | -4.0 | 100.9 | 99.4 | 3.8 | 0.0 | -12.0 | 99.2 | 10.0 | -4.0 | -1.0
CCOC(=O)c1cc(=O)cc(C(=O)OCC)o1 | 3.7 | -7.0 | 98.5 | 98.2 | -25.3 | 0.0 | -12.0 | 99.6 | -6.0 | -13.0 | 1.0
COCc1cc(=O)[nH]c(-c2ccc(C(F)(F)F)cc2)n1 | 14.6 | nt | 100.5 | 101.0 | -8.2 | nt | nt | ? | nt | nt | nt
COc1ccc(C)cc1NC(=O)NCc1ccc(F)cc1 | -0.4 | -2.0 | 103.3 | 102.3 | -23.4 | 2.0 | -3.0 | 105.5 | 0.0 | -1.0 | 0.0
COC(=O)N1CCN(c2ccc(Cl)c(Cl)c2)CC1 | 16.7 | -6.0 | 99.2 | 102.3 | -7.9 | -7.0 | -5.0 | 97.8 | -6.0 | -4.0 | 0.0
Cc1ccc(N2C(=O)c3ccc(C(=O)O)cc3C2=O)c(C)c1 | 14.5 | 11.0 | 116.0 | 103.9 | -0.2 | 5.0 | 4.0 | 104.5 | 8.0 | -2.0 | 7.0
O=C(COC(=O)c1ccc(Oc2ccccc2)cc1)Nc1nnc(-c2ccccc2)o1 | -101.5 | 0.0 | 102.5 | 101.8 | -40.1 | 0.0 | -3.0 | 99.8 | -3.0 | -1.0 | 0.0
Cc1ccc(NC(=O)CCn2c(=S)oc3ccccc32)cc1 | 14.7 | -1.0 | 102.4 | 103.1 | 17.0 | 2.0 | 4.0 | 103.7 | 0.0 | 2.0 | 0.0
CN(C)C(=S)Nc1cccc(F)c1 | 9.9 | nt | 101.6 | 100.0 | -37.4 | nt | nt | ? | nt | nt | nt
O=C(NCc1ccco1)C(c1cccs1)N(C(=O)Cc1cccs1)c1ccccc1 (centres undefined) | 10.4 | -2.0 | 99.8 | 100.2 | -9.8 | 0.0 | -7.0 | 99.7 | -5.0 | -2.0 | -2.0
CCOC(=O)c1oc2c(CN3CCN(C)CC3)c(O)ccc2c(=O)c1-c1ccc(Br)cc1 | -2.6 | -6.0 | 107.1 | 132.2 | -3.0 | -6.0 | 3.0 | 318.3*[activator] | -10.0 | -5.0 | -6.0
CCCC1=C(C(=O)OCC)C(c2ccccc2OCC)NC(=O)N1C (centres undefined) | 12.1 | -4.0 | 102.2 | 99.2 | 9.1 | 0.0 | -12.0 | 100.7 | 0.0 | -4.0 | 0.0
CC1=C/C(=N\NC(=O)c2ccc(O)cc2)CC1 | 20.0 | -6.0 | 99.7 | 100.9 | -2.0 | -10.0 | -6.0 | 96.0 | -8.0 | -3.0 | -4.0
N#Cc1c(NC(=O)C2CC(c3ccccc3Cl)=NO2)sc2c1CCC2 (centres undefined) | 13.3 | -4.0 | 98.8 | 100.4 | -30.8 | 0.0 | -7.0 | 101.7 | -3.0 | -7.0 | 7.0
Cc1ccc(S(C)(=O)=NS(=O)(=O)c2cccc3nsnc23)cc1 (centres undefined) | 1.1 | nt | 103.1 | 108.0 | -2.3 | nt | nt | ? | nt | nt | nt
O=C(Nc1ccc(Cn2cccn2)cc1)c1ccc(COc2ccccc2Br)cc1 | -0.2 | -9.0 | 99.4 | 99.8 | -9.2 | -4.0 | -20.0 | 101.7 | -6.0 | -16.0 | -1.0
CCOc1ccc(NC(=O)c2ccccc2CO)cc1 | 0.6 | -38.0 | 98.9 | 96.7 | -56.9 | -163.0 | -12.0 | 98.5 | -3.0 | -13.0 | 4.0
O=C(COc1ccccc1[N+](=O)[O-])Nc1ccc(CN2CCOCC2)cc1 | 10.4 | 0.0 | 100.0 | 102.0 | -25.8 | 1.0 | -3.0 | 101.8 | -2.0 | 0.0 | 0.0
Cc1cccc(N2CCN(C(=O)C3CCN(S(=O)(=O)N4CCOCC4)CC3)CC2C)c1 (centres undefined) | 8.3 | -2.0 | 100.2 | 102.1 | -13.2 | 0.0 | -2.0 | 97.0 | -2.0 | 0.0 | -1.0
COc1ccc(Cn2c(CCC(=O)N3CCN(c4ccccn4)CC3)nc3ncccc3c2=O)cc1 | -1.5 | 2.0 | 98.7 | 99.9 | -7.9 | 0.0 | 1.0 | 96.2 | 0.0 | 4.0 | 2.0
